Screens: PubChem BioAssay, National Center for Advancing Translational Sciences (NCATS)
KDM4E inh – qHTS Assay for Inhibitors of Human Jumonji Domain Containing 2E (JMJD2E); Lysine-specific demethylase 4E (Homo sapiens), B2RXH2; JMJD2E catalytic domain, FDH-coupled NADH fluorescence (FDH is formaldehyde dehydrogenase); Potency, µM (doses to about 57.1 µM), inactives show at the highest dose activity change, negative = inhibition, hits mostly inhibitors; hit rate 1.6% among 230,000; AID 2147, 2009; active = well fitted inhibition curve with a large enough effect, not every such curve was filed as active; inconclusive = small, poorly fitted or top-dose-only effect, or another doubt; inactive = no such curve, though single readings can be large or run the other way;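 note: 0% = wells with enzyme and -100% = buffer wells without enzyme; nearly all actives have a fitted effect of over 50% in size; many of its hits are not listed in these tables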
Target sequence (B2RXH2 1-337 limits assumed): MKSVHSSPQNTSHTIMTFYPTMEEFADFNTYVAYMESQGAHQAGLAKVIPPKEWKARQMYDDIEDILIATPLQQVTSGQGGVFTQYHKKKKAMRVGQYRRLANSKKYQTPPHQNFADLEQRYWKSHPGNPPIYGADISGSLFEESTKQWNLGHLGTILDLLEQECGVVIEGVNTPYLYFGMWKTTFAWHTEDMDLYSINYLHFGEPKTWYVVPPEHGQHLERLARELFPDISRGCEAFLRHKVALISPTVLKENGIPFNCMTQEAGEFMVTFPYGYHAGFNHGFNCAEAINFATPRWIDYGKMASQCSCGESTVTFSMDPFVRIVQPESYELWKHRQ
LMNA splice mod – qHTS Assay for Modulators of Lamin A Splicing; hit rate 0.01% among 200,000; Potency, µM (top dose mostly 46.1 µM), for inactives: top-dose ratio change, negative = inhibition, actives largely listed as inhibitors; AID 1487, 2009; HeLa LMNA splicing GFP/RFP minigene ratio, 48 h; active = well fitted inhibition curve with a large enough effect in the signal ratio, with a control signal flat, not every such curve was filed as active; inconclusive = small, poorly fitted or top-dose-only effect, or effect the other way, or a change in a side signal; the % refers to the signal ratio; note: % is set by controls: 0 for no effect and ±100 for the full control effect
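S3 HeLa stable clones carrying a lamin A-EGFP splicing minigene plus DsRed2 were seeded at 600 cells/well in Opti-MEM with 2% FBS, pin-dosed and incubated 48 h at 37°C. Acumen cytometry (488 nm) gave the GFP/RFP total-intensity ratio.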
TexasRed fluor – Total Fluorescence Counterscreen for Inhibitors of the Interaction of Thyroid Hormone Receptor and Steroid Receptor Coregulator 2. TRb/SRC2 Texas Red total fluorescence interference. Potency, µM (highest dose often 106 µM), for the others: top-dose fluorescence change, negative = quenching. hit rate 0.29% among 280,000; active = well fitted curve in either direction with a large enough effect; inconclusive = small, poorly fitted or top-dose-only effect; note: % is set by controls: 0 for no effect and ±100 for the full control effect
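Flags fluorescent or light-absorbing compounds by total fluorescence, S + 2P, at 555 nm excitation and 632 nm emission. Mixture: 20 nM Texas Red SRC2 peptide, 0.6 uM human TRb LBD, 1 uM T3, 5% DMSO; compound exposure 5 h at ambient temperature.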
SMN2 splice up – qHTS Assay for Enhancers of SMN2 Splice Variant Expression. HEK293 SMN2-luciferase splicing reporter, luminescence, 30-36 h. Potency, µM (doses to about 46.1 µM), for inactives: at the top dose activity change, positive = activation, usual class: activators. hit rate 2.8% among 210,000. AID 1458, 2008; note: % of control where 0% means no effect; nearly all actives have a fitted effect of over 55% in size
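HEK293 cells carry an SMN2 minigene-luciferase reporter in which exon 7 inclusion puts luciferase in frame. Cells were seeded at 2000 cells/well, attached for 10-12 hours, then exposed to compounds for 30-36 hours at 37C before ONE-Glo luminescence.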
ALDH1A1 block – qHTS Assay for Inhibitors of Aldehyde Dehydrogenase 1 (ALDH1A1). Aldehyde dehydrogenase 1A1 (Homo sapiens), P00352. Purified ALDH1A1, NADH fluorescence, propionaldehyde substrate. Potency, µM (titrated, usually from 75.3 µM), for the others: top-dose activity, negative = inhibition, usual class: inhibitors. hit rate 7.3% among 220,000; active = well fitted inhibition curve with a large enough effect, not every such curve was filed as active; inconclusive = small, poorly fitted or top-dose-only effect, or another doubt; inactive = no such curve, though single readings can be large or run the other way;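 note: plate controls were no enzyme wells and a reference inhibitor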
TRb SRC2 PPI – qHTS for Inhibitors of the Interaction of Thyroid Hormone Receptor and Steroid Receptor Coregulator 2. Thyroid hormone receptor beta (Homo sapiens), P10828. TRbeta-SRC2 peptide binding, fluorescence polarization; receptor liganded with 1 µM T3. Potency, µM (series often up to 106 µM), for the others: top-dose activity change, negative = inhibition, usual class: inhibitors. hit rate 0.065% among 280,000;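 note: plate controls were bound peptide for no effect and peptide without receptor for full effect; nearly all actives have a fitted effect of over 50% in size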
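Human TRb LBD (0.6 uM) plus Texas Red-labeled SRC2 peptide (20 nM), 1uM T3, 5% DMSO, 5 hr at ambient temperature. Decreased polarization (555/632 nm) flags inhibition; data normalized to free and bound peptide controls.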
RGS12 GoLoco inh – qHTS Assay for Inhibitors of RGS12 GoLoco Motif Activity (Red Fluorophore); AID 880, 2007; hit rate 0.44% among 230,000; Potency, µM (doses to about 61.6 µM), without a hit: at the top dose activity, negative = inhibition, hits mostly inhibitors; Gai1:RGS12 GoLoco peptide FP, rhodamine, 10 min; Guanine nucleotide-binding protein G(i) subunit alpha-1 (Homo sapiens), P63096; active = well fitted inhibition curve with a large enough effect, not every such curve was filed as active; inactive = no such curve, though single readings can be large or run the other way; note: % is set by controls: 0 for no effect and ±100 for the full control effect; nearly all actives have a fitted effect of over 30% in size; many of its hits are not listed in these tables
Target sequence (P63096 whole entry, looked up): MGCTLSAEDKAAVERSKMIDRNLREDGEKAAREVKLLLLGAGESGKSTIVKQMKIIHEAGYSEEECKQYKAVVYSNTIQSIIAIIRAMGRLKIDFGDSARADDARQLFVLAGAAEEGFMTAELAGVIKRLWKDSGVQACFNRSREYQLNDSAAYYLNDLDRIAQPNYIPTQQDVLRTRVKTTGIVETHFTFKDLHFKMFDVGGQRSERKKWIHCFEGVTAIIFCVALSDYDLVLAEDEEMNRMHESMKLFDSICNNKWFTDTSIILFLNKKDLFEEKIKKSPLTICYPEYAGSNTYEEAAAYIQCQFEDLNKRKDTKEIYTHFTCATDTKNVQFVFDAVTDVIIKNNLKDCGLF
RECQ1 inh – qHTS Assay for Inhibitors of RecQ-Like Dna Helicase 1 (RECQ1); Potency, µM (top dose mostly 57.3 µM), for the others: at the highest dose activity, negative = inhibition, hits mostly inhibitors; ATP-dependent DNA helicase Q1 (Homo sapiens), P46063; hit rate 0.54% among 240,000; RECQ1 DNA unwinding, red fluorescence kinetic read;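 note: plate controls were vehicle for no effect and no enzyme for full effect; nearly all actives have a fitted effect of over 30% in size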
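RECQ1T1 50 nM; forked duplex (20 bp + 30-nt ss tails) 200 nM, ATP 2 mM final; pH 8.0, 2 mM MgCl2, 2.5 ug/ml poly(dI-dC); 15 min compound preincubation; discontinuous kinetic read over 2 h at RT.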
Starred values were filed as active, the others as inactive; [ ] = remark or other dose. Unless noted, calls come from the whole dose curve; as a rule, active = well fitted curve in the direction sought with a large enough effect; inconclusive = small, poorly fitted or top-dose-only effect, or another doubt; inactive = no such curve, though single readings can be large; an effect the other way counts as inactive or inconclusive. Potency is the fitted concentration of half-maximal effect. An excerpt, so the mix of outcomes need not match the whole.

Screening CCC(C)(C(=O)NC1CCCCC1)N(C)C(=O)c1ccccn1 (stereo not given) returned KDM4E inh -6%, LMNA splice mod 1%, TexasRed fluor -3%, SMN2 splice up 3%, ALDH1A1 block -4%, TRb SRC2 PPI 2%, RGS12 GoLoco inh 13% and RECQ1 inh 0%.
Screening CC(C)CNC(=S)N(Cc1ccco1)Cc1cc2cc3c(cc2[nH]c1=O)OCCO3 returned KDM4E inh inconclusive, LMNA splice mod -16%, TexasRed fluor -3%, SMN2 splice up -15%, ALDH1A1 block inconclusive, TRb SRC2 PPI -13%, RGS12 GoLoco inh 1% and RECQ1 inh -7%.
CCOc1ccc(NC(=O)CCC(=O)n2nc(C)cc2C)cc1 was read as KDM4E inh -3%, LMNA splice mod 7%, TexasRed fluor -9%, SMN2 splice up 6%, ALDH1A1 block 2%, TRb SRC2 PPI 0%, RGS12 GoLoco inh 11% and RECQ1 inh -17%.
`CC12CCC(C/C1=N/O)C2(C)C` (stereo not given) gave KDM4E inh 4%, LMNA splice mod 19%[46 µM], TexasRed fluor -3%, SMN2 splice up 9%, ALDH1A1 block 12%, TRb SRC2 PPI -2%, RGS12 GoLoco inh 5% and RECQ1 inh -10%.
`C=CCn1c(COc2ccccc2F)nnc1SCCN1C(=O)c2ccccc2C1=O` gave KDM4E inh -3%, LMNA splice mod -4%, TexasRed fluor 0%, SMN2 splice up 2%, ALDH1A1 block -6%, TRb SRC2 PPI -22%, RGS12 GoLoco inh 7% and RECQ1 inh -7%.
Screening Cc1ccc(/C=N/n2cc(-c3ccccc3)[nH]c2=S)s1 returned KDM4E inh inconclusive, TexasRed fluor -4%, SMN2 splice up 8%, ALDH1A1 block inconclusive, TRb SRC2 PPI 0%, RGS12 GoLoco inh -4% and RECQ1 inh -1%.
CCOc1ccc(N2C(=O)/C(=C\c3ccc(OC)c(O)c3)S(=O)(=O)C2c2cccc([N+](=O)[O-])c2)cc1 (stereo not given) was read as KDM4E inh 1%, TexasRed fluor -1%, SMN2 splice up 3%, ALDH1A1 block -17%, TRb SRC2 PPI 1%, RGS12 GoLoco inh 14% and RECQ1 inh 4%.
`O=C(Nc1cccc(OCC(=O)N2CCOCC2)c1)c1cccc([N+](=O)[O-])c1` gave KDM4E inh 7%, LMNA splice mod 6%[46 µM], TexasRed fluor -2%, SMN2 splice up -11%, ALDH1A1 block 2%, TRb SRC2 PPI -8%, RGS12 GoLoco inh -17% and RECQ1 inh inactive.
For O=S1(=O)N=C(N/N=C/c2ccc(Br)o2)c2ccccc21 the results were KDM4E inh -4%, LMNA splice mod -5%[46 µM], TexasRed fluor 1%, SMN2 splice up 9%, ALDH1A1 block -4%, TRb SRC2 PPI 4%, RGS12 GoLoco inh 5% and RECQ1 inh -4%.
Screening Cc1cc(NC(=O)CCS(=O)(=O)c2nc(-c3ccccc3)cc(C(F)(F)F)n2)no1 returned KDM4E inh -5%, LMNA splice mod inconclusive, TexasRed fluor 2%, SMN2 splice up inconclusive, ALDH1A1 block -1%, TRb SRC2 PPI 8%, RGS12 GoLoco inh -2% and RECQ1 inh -5%.
Screening COc1ccc(C2C(C(=O)N3CCOCC3)c3ccccc3C(=O)N2c2ccc(OC)cc2)cc1 (stereo not given) returned KDM4E inh 15%, LMNA splice mod 7%, TexasRed fluor -1%, SMN2 splice up -5%, ALDH1A1 block 14µM*, TRb SRC2 PPI -12%, RGS12 GoLoco inh -3% and RECQ1 inh inactive.
`O=C(CN1C(=O)c2ccccc2S1(=O)=O)NC1CCCCCC1` gave KDM4E inh 0%, LMNA splice mod -8%, TexasRed fluor -2%, SMN2 splice up 16%, ALDH1A1 block -5%, TRb SRC2 PPI 1%, RGS12 GoLoco inh 8% and RECQ1 inh -4%.
For Nc1nc(SCC(=O)NCc2ccc(F)cc2)[nH]c(=O)c1NC(=O)c1ccc(Cl)cc1 the results were KDM4E inh 1%, LMNA splice mod 0%, TexasRed fluor 0%, SMN2 splice up inconclusive, ALDH1A1 block 13%, TRb SRC2 PPI -2%, RGS12 GoLoco inh 15% and RECQ1 inh -15%.
For Cc1ccc(Nc2ccc(C(N)=O)cc2[N+](=O)[O-])cc1 the results were KDM4E inh -3%, LMNA splice mod inconclusive, TexasRed fluor -4%, SMN2 splice up -10%, ALDH1A1 block -12%, TRb SRC2 PPI -4%, RGS12 GoLoco inh -3% and RECQ1 inh -6%.
`COC(=O)c1ccc(NC(=O)CN(C)Cc2cccc(F)c2)cc1` gave KDM4E inh 0%, LMNA splice mod 20%[46 µM], TexasRed fluor -1%, SMN2 splice up -13%, ALDH1A1 block -9%, TRb SRC2 PPI 2%, RGS12 GoLoco inh 9% and RECQ1 inh inactive.

Pulled by structure from the entries so far, 2 records:
Screening Cc1ccc(/C=N/n2cc(-c3ccccc3)[nH]c2=S)s1 returned KDM4E inh inconclusive, TexasRed fluor -4%, SMN2 splice up 8%, ALDH1A1 block inconclusive, TRb SRC2 PPI 0%, RGS12 GoLoco inh -4% and RECQ1 inh -1%.
For Nc1nc(SCC(=O)NCc2ccc(F)cc2)[nH]c(=O)c1NC(=O)c1ccc(Cl)cc1 the results were KDM4E inh 1%, LMNA splice mod 0%, TexasRed fluor 0%, SMN2 splice up inconclusive, ALDH1A1 block 13%, TRb SRC2 PPI -2%, RGS12 GoLoco inh 15% and RECQ1 inh -15%.

Going on with the list:
`CCc1cccc(OCCn2ccnc2)c1` gave KDM4E inh 8%, LMNA splice mod 5%, TexasRed fluor -3%, SMN2 splice up -1%, ALDH1A1 block inconclusive, TRb SRC2 PPI -7%, RGS12 GoLoco inh -7% and RECQ1 inh inactive.
Screening CCSc1nc(N2CCOCC2)c2ccccc2n1 returned KDM4E inh 2%, LMNA splice mod -10%, TexasRed fluor 0%, SMN2 splice up -28%, ALDH1A1 block -18%, TRb SRC2 PPI -6%, RGS12 GoLoco inh 2% and RECQ1 inh inactive.
O=C(Nc1ccc(N2CCOCC2)cc1)c1ccc2nc(-c3ccco3)c(-c3ccco3)nc2c1 was read as KDM4E inh 4%, LMNA splice mod -3%, TexasRed fluor -7%, SMN2 splice up 5%, ALDH1A1 block 3%, TRb SRC2 PPI -6%, RGS12 GoLoco inh 1% and RECQ1 inh -8%.
CCOC(=O)C1CCCN(Cc2nc(N)nc(Nc3ccc(C)cc3)n2)C1 (stereo not given) was read as KDM4E inh -5%, LMNA splice mod inconclusive, TexasRed fluor -1%, SMN2 splice up -50%[inhibitor], ALDH1A1 block 1%, TRb SRC2 PPI -4%, RGS12 GoLoco inh 10% and RECQ1 inh -14%.
CCc1ccc(C2C3=C(CCCC3=O)OC3=C2C(=O)CCC3)cc1 was read as KDM4E inh 5%, LMNA splice mod 10%, TexasRed fluor -2%, SMN2 splice up -8%, ALDH1A1 block -2%, TRb SRC2 PPI 2%, RGS12 GoLoco inh 4% and RECQ1 inh -4%.
`COc1ccc2c(c1)c1nnc(SCC(=O)N3C(C)CCCC3C)nc1n2C` (stereo not given) gave KDM4E inh 4%, LMNA splice mod -21%, TexasRed fluor -5%, SMN2 splice up -2%, ALDH1A1 block inconclusive, TRb SRC2 PPI 3%, RGS12 GoLoco inh -2% and RECQ1 inh -3%.
For COC(=O)c1sc(-c2ccccc2)cc1NC(C)=O the results were KDM4E inh inconclusive, LMNA splice mod inconclusive, TexasRed fluor 0%, SMN2 splice up 0%, ALDH1A1 block inconclusive, TRb SRC2 PPI -1%, RGS12 GoLoco inh -6% and RECQ1 inh -2%.
For O=C(Cn1c(=O)oc2cccnc21)Nc1ccc(C(F)(F)F)cc1 the results were KDM4E inh inconclusive, TexasRed fluor -4%, TRb SRC2 PPI 4%, RGS12 GoLoco inh 1% and RECQ1 inh -3%.
CCOc1ccc(OC(=O)c2cccnc2)cc1 was read as KDM4E inh 5%, LMNA splice mod inconclusive, TexasRed fluor -3%, SMN2 splice up 16%, ALDH1A1 block 7%, TRb SRC2 PPI 5%, RGS12 GoLoco inh 9% and RECQ1 inh -8%.
For CC(=O)OC[C@@H]1O[C@@H](O/N=C2/C[C@@H](O)[C@@H](O)[C@@H]3[C@@H]4C(=O)N(Cc5ccc6c(c5)OCO6)C(=O)[C@H]4CC[C@@H]23)[C@H](OC(C)=O)[C@H](OC(C)=O)[C@@H]1OC(C)=O the results were TexasRed fluor -1%[11.2 µM], ALDH1A1 block 13%[13.5 µM], TRb SRC2 PPI -7%[11.2 µM] and RECQ1 inh -6%[11.5 µM].
Screening c1ccc(Nc2cccc(Nc3ccccc3)c2)cc1 returned KDM4E inh -17%, LMNA splice mod -2%, TexasRed fluor 0%, SMN2 splice up 22%, ALDH1A1 block inconclusive, TRb SRC2 PPI 4%, RGS12 GoLoco inh 7% and RECQ1 inh -14%.
For COc1cccc(C2CC(c3ccc(F)cc3)Nc3nc(N)nn32)c1 (stereo not given) the results were KDM4E inh -1%, LMNA splice mod -3%, TexasRed fluor 1%, SMN2 splice up -5%, ALDH1A1 block 6%, TRb SRC2 PPI 3%, RGS12 GoLoco inh -7% and RECQ1 inh inconclusive.
C=CCn1cccc(C(=O)Nc2cc(OC)ccc2OC)c1=O was read as KDM4E inh -6%, LMNA splice mod -14%[46 µM], TexasRed fluor -15%, SMN2 splice up -3%, ALDH1A1 block inconclusive, TRb SRC2 PPI -1%, RGS12 GoLoco inh 22% and RECQ1 inh -3%.
